LAP4-GFP MLPCN = modulators of TOR pathway LAP4-GFP in S. cerevisiae; S. cerevisiae LAP4-GFP multiplex, flow cytometry GFP, 3 h; median GFP as percent of DMSO wells; GFP response vs DMSO, % at 10 µM; 320,000 compounds, 0.34% hits; AID 2023;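 active means GFP response vs DMSO above a set limit, about the screen mean plus 3 SD, cut at about 150% in these data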
AHR activator = activates the human aryl hydrocarbon receptor | AHR-responsive luciferase reporter cells, luminescence | activation, % at 5 µM | 320,000 compounds, 2.5% hits | AID 2796; in the data active means activation above about 47%;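 further: 0% = vehicle wells and 100% = reference agonist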
RPL19A TOR yeast = yeast TOR pathway RPL19A-GFP modulation; AID 2025; S. cerevisiae RPL19A-GFP strain, flow cytometry, 3 h; stronger effect = lower value; percent response vs DMSO, % at 10 µM; 330,000 compounds, 0.3% hits;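 active means percent response vs DMSO below 50%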;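 further: median channel GFP fluorescence of the barcoded RPL19A-GFP strain; ratio of sample median GFP to plate DMSO average so 100% = DMSO; lower means less RPL19A-GFP as with rapamycin TOR inhibition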
MEP2-GFP yeast = yeast TOR pathway MEP2-GFP modulation; S. cerevisiae MEP2-GFP strain, flow cytometry GFP, 3 h; 100% = DMSO control level; GFP response vs DMSO, % at 10 µM; 330,000 compounds, 0.51% hits; AID 2016;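 active means GFP response versus DMSO above a set limit, roughly screen mean plus 3 SD, cut at about 180% in these data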;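 further: median GFP fluorescence of the barcode-gated MEP2-GFP cells per well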
procasp7 counter = counter-screen: procaspase-7 (human) activation | P55210 | recombinant procaspase-7, Ac-DEVD-pNA absorbance 405 nm; D23A/D198A/D206A triple mutant, cannot self-cleave; scale: DMSO 0, 5 µM enzyme 100 | activation, % at 8.5 µM | 330,000 compounds, 0.093% hits | AID 463210;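 active means percent activation above the screen-wide mean plus 3 SD, cut at about 25% in these data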
Target sequence (P55210 whole entry D23A/D198A/D206A): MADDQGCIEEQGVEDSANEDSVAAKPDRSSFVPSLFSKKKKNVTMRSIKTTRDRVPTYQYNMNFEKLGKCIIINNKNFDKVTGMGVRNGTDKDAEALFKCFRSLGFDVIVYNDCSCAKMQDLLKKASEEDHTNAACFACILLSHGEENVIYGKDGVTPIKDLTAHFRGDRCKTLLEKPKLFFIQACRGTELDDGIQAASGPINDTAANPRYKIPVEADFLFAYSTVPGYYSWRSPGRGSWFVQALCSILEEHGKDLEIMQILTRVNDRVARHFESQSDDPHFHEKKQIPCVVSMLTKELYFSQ
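signal = Epi-absorbance of released pNA at 405 nm, two timepoints | assay system = Uncleavable procaspase-7 mutant enzyme | reagent = Ac-DEVD-pNA substrate, 400 µM as added | times = 1 h enzyme–compound preincubation and 2 h substrate reaction, both 25 °C | benchmarks = low DMSO alone, high DMSO plus 5 µM PC-7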
procasp3 activ = activators of human procaspase-3 | P42574 | recombinant procaspase-3 D3A, Ac-DEVD-pNA absorbance 405 nm | activation, % at 8.5 µM | 330,000 compounds, 0.11% hits | AID 463141;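 active means activation above the mean of all tested compounds plus 3 SD, cut at about 21% in these data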;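 further: 0% = DMSO alone and 100% = DMSO wells spiked with extra 5 µM PC-3 D3A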
Target sequence (P42574 whole entry D9A/D28A/D175A): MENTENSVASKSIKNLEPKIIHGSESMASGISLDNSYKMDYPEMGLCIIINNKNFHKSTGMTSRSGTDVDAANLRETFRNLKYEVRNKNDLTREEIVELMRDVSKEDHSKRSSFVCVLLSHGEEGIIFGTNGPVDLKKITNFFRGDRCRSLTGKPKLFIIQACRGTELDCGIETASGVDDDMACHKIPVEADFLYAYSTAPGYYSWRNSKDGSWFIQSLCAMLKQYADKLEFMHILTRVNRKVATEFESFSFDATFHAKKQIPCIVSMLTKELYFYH
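Test system: Procaspase-3 D3A mutant, all three cleavage aspartates alanine | Dosing: Single dose, 8.5 µM nominal compound, 0.8% DMSO | Schedule: 1 h preincubation, 2 h reaction | Technique: 405 nm absorbance of p-nitroaniline, reads at 0 and 120 min | Repeats: One well per compound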
GASC-1 inh = blocks human GASC-1 demethylase activity; GST-JMJD2C(1-420) H3K9me3 demethylation, DELFIA europium; inhibition, % at 2.35 µM; 330,000 compounds, 0.069% hits; AID 2099;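 active means more than half of a compound's replicate wells show inhibition beyond 50%, single wells judged on their own value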;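 further: signal counts dimethyl H3K9 product captured on neutravidin plate; 0% = median of DMSO wells and 100% = 0.3 times that DMSO median; strong numbers were not always called active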
Target sequence (Q9H3R0 1-420 limits assumed): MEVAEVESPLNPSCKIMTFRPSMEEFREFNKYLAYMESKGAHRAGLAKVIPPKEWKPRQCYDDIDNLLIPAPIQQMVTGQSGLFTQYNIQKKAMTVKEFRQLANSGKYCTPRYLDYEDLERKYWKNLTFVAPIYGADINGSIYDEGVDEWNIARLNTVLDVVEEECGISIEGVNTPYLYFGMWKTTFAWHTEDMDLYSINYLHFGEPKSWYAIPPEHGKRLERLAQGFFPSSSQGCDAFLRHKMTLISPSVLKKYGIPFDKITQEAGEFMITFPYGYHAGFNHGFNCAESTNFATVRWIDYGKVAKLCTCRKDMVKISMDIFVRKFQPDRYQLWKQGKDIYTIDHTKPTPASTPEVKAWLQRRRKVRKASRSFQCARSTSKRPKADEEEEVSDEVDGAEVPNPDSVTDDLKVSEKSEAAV
CR mimetic SO = caloric restriction mimetics inhibiting age-related superoxide in yeast; 330,000 compounds, 0.18% hits; superoxide response (% of plate mean), % at 10 µM; S. cerevisiae aged cells, superoxide DHE fluorescence; stronger effect = lower value; AID 2690;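 active means superoxide response under a set limit, about three screen SD below normal, cut at about 65% in these data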;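 further: yeast aged for seven days with compound at 30 °C before DHE staining; 100% = average MFI of all compound-treated wells on the plate with controls excluded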
* marks the source's active call; other numbers are inactive results; . = not tested or not shown.

SMILES,LAP4-GFP MLPCN,AHR activator,RPL19A TOR yeast,MEP2-GFP yeast,procasp7 counter,procasp3 activ,GASC-1 inh,CR mimetic SO
Cc1cc(C)c(S(=O)(=O)c2ccccc2Cl)c(Cl)n1,101,4,108,110,-2,-7,-13,86
C/C(=N\NC(=O)CSc1nc(C)cc(C)n1)c1ccc([N+](=O)[O-])cc1,104,21,100,95,-2,4,11,101
Cc1ccc(Oc2nnc(-c3ccccc3)cc2C#N)cc1,114,3,103,104,1,-2,-2,100
CCCn1nc(NC(=O)CC(C)C)c2cc3ccccc3nc21,108,78*,102,105,-8,-10,19,100
COc1ccc(N2CCN(c3oc(Cc4ccccc4)nc3C#N)CC2)cc1,97,-1,94,98,17,0,-2,81
Cc1cc(C(=O)OCC(=O)N2CC(=O)Nc3ccccc32)c(C)n1-c1ccc(F)cc1,96,3,99,101,0,1,-1,95
COc1cc(C(=O)Nc2c(C(=O)O)[nH]c3ccc(C)cc23)cc(OC)c1OC,99,.,107,115,.,.,0,115
Cn1c(=O)c2c(nc(OCC3COC(C)(C)O3)n2Cc2ccccc2F)n(C)c1=O (stereo not given),106,-1,103,105,13,4,-5,107
CCOc1ccc(N(C(=O)CNC(=O)c2ccco2)C(C(=O)NCC2CCCO2)c2ccccc2)cc1 (stereo not given),91,1,102,93,-8,2,-9,106
CCC1=NN(C(=O)c2ccccc2O)C(O)(c2ccccc2)C1 (stereo not given),82,29,104,103,4,7,3,95
COc1ccc(C=O)cc1CN1CCCN(Cc2ccccc2F)S1(=O)=O,107,2,106,105,4,5,0,108
COc1ccc(CNC(=O)C2CCN(S(=O)(=O)c3cccc4nonc34)CC2)cc1,107,0,104,105,11,5,-6,93
COc1cccc(C2/C(=C(/O)c3ccc4c(c3)OCO4)C(=O)C(=O)N2CCN2CCOCC2)c1 (stereo not given),86,17,101,96,-19,-6,-4,84
CCCSc1nnc(Nc2ccccc2C)s1,97,2,94,102,7,2,3,95
O=[N+]([O-])c1ccc(S(=O)(=O)NCCc2cn3ccccc3n2)cc1,104,1,91,94,2,2,-9,113
CN(C)c1ccc(-c2noc(-c3ccccc3O)n2)cc1,97,13,98,91,-4,4,-22,98
Cc1cc(=O)[nH]c(N/N=C/c2c(C)nn(-c3ccccc3)c2C)n1,100,3,100,97,-7,-4,6,98
C=CCn1c(SCc2ccc(C#N)cc2)nnc1-c1ccc(C)cc1,109,2,95,88,0,-3,-18,139
CCn1cc(C(=O)N[C@@H](C)C(=O)NCCCn2ccnc2)c(=O)c2cc3c(cc21)OCO3,96,0,99,108,1,3,2,90
CC(CCc1ccccc1)NC(=S)NC1CCCCC1 (stereo not given),111,-2,104,105,4,4,1,91
O=C(COC(=O)c1cccnc1Cl)NCc1ccc(F)cc1,99,-1,98,103,11,8,4,85
Nn1c(SCc2ccccn2)nncc1=O,105,-2,103,107,1,-1,2,109
C#CCOCCOCCOCCNc1nc(N2CCN(C(=O)CCCCCCCCCCNC(=O)Cn3cc(C[C@@H](C)O)nn3)CC2)nc(N2CCN(C(=O)CCCCCCCCCCNC(=O)[C@@H]([C@H](C)O)n3cc(C)nn3)CC2)n1,130,2,89,89,-1,6,.,99
N#CC1=C(SCC(=O)Nc2ccccc2)NC(=O)CC1c1ccc(O)cc1 (stereo not given),90,28,96,108,-10,11,0,104
Cc1ccc(N2CCN(S(=O)(=O)N3CCOCC3)CC2)cc1C,92,2,88,93,-3,-1,0,92
CS(=O)(=O)NCCNc1ncc(C(F)(F)F)cc1Cl,100,5,96,99,-2,-5,4,91
CCn1c(CN2CCN(C(c3ccccc3)c3ccccc3)CC2)nc2c1c(=O)n(C)c(=O)n2C,105,2,104,116,-11,-7,-21,98
Cc1cc(OCC(=O)N(C)c2ccccc2)cc2c1C(=O)CC(C)(C)O2,105,3,94,97,4,-21,-7,93
Cc1cccc(CCNC(=O)C2CCC(CNc3c(N4CCCC4)c(=O)c3=O)CC2)c1 (stereo not given),98,5,99,97,6,-8,-1,108
COc1ccc(SC[C@H](Cc2ccccc2)N2CCN(CCc3ccccc3)CCC2=O)cc1,101,4,98,106,3,9,1,101

A different layout for part of the listing above.
Order of values: LAP4-GFP MLPCN, AHR activator, RPL19A TOR yeast, MEP2-GFP yeast, procasp7 counter, procasp3 activ, GASC-1 inh, CR mimetic SO
Cc1ccc(N2CCN(S(=O)(=O)N3CCOCC3)CC2)cc1C
 : 92, 2, 88, 93, -3, -1, 0, 92
CS(=O)(=O)NCCNc1ncc(C(F)(F)F)cc1Cl
 : 100, 5, 96, 99, -2, -5, 4, 91
CCn1c(CN2CCN(C(c3ccccc3)c3ccccc3)CC2)nc2c1c(=O)n(C)c(=O)n2C
 : 105, 2, 104, 116, -11, -7, -21, 98
Cc1cc(OCC(=O)N(C)c2ccccc2)cc2c1C(=O)CC(C)(C)O2
 : 105, 3, 94, 97, 4, -21, -7, 93

More records:
SMILES,LAP4-GFP MLPCN,AHR activator,RPL19A TOR yeast,MEP2-GFP yeast,procasp7 counter,procasp3 activ,GASC-1 inh,CR mimetic SO
N=c1oc2ccc(Br)cc2cc1C(=O)NC1CCCCCC1,102,7,103,105,-1,1,-2,92
CCN1CCN(C(=O)c2ccc(OC3CCN(CCc4ccccc4)CC3)cc2)[C@@H](C)C1=O,103,2,106,111,-9,-7,1,101
CCN(CC(=O)Nc1ccccc1C(F)(F)F)C(=O)Cc1ccccc1,95,-4,107,107,-3,4,16,83
OCCN1CCN(c2cc(-c3ccccc3)c3ccccc3n2)CC1,100,1,109,95,-5,-12,-11,86
O=C(CSc1ncccn1)NCc1ccc2c(c1)OCO2,100,9,101,99,4,5,16,95
C/C=C/c1ccc(OCCCNC2CCCC2)c(OC)c1,95,14,95,97,-4,-3,-3,124
O=C(CNC(=S)N(CCCN1CCOCC1)Cc1cccs1)NCCN1CCOCC1,96,-3,97,132,13,13,0,105
CCOC(=O)N1CCN(c2nc(C(F)(F)F)nc3c(C)cc(C)cc23)CC1,96,-2,96,98,10,6,3,85
Cc1ccc(CC(=O)Nc2cc([N+](=O)[O-])ccc2F)cc1,93,-3,107,109,-1,-1,-1,117
CCC(Nc1nc(-c2ccccc2)nc2ccccc12)C(=O)O (stereo not given),99,3,100,103,-4,-1,0,88
O=C(c1cccnc1)N(Cc1ccccc1)C1(C(=O)Nc2ccccc2)CCCCC1,92,3,102,102,2,-9,18,91
COC(=O)C1CCCN1C(C(=O)NC1CCCCC1)c1ccc(Cl)cc1 (stereo not given),96,1,101,99,-2,-8,-8,104
Cc1cc2ncn(N)c2cc1C,96,-1,96,102,2,3,-4,110
Cn1c(C(=O)OCC(=O)NCc2ccc(F)cc2)cc2occc21,99,-1,101,100,10,12,-5,103
COc1cc(CC(=O)OCC(=O)N(C)C2CCCCC2)cc(OC)c1OC,99,0,99,105,11,-7,-2,106
CCOC(=O)C(=CNc1ccc(C#N)cc1)C(=O)OCC,110,3,92,87,4,-1,-28,94
Cc1ccc(S(=O)(=O)NC2=NCN(C3CCN(Cc4ccccc4)CC3)CN2)cc1,87,4,85,92,2,-2,10,95
CN1CCN(S(=O)(=O)c2ccc(NC(=O)c3ccccc3F)cc2)CC1,99,-2,103,105,-9,7,8,81
S=C(Nc1ccccc1)Nc1nc2ccccc2n1CCOc1ccc(Cl)cc1,92,55*,100,93,-6,-4,-9,76
Cc1c(NC2=CC(=O)CC(C)(C)C2)c(=O)n(-c2ccccc2)n1C,96,-1,94,92,-11,1,1,100
CC(=O)Nc1ccc(S(=O)(=O)N(C)CC(=O)OCCOc2cccc(C)c2)cc1,84,-1,101,95,-5,10,11,87
O=C(NC(NC(=O)c1ccccc1)c1ccccc1)c1ccccc1,100,-1,101,103,-7,-9,-5,91
COc1ccc(-c2cc(-c3ccccc3)n[nH]2)c(O)c1,125,125*,91,95,-9,0,-12,100
CC(C(=O)N1CCN(c2ccccc2F)CC1)c1ccc([N+](=O)[O-])cc1 (stereo not given),109,-2,101,115,-5,3,2,117
C=CCN(C(=O)CCC(=O)Nc1cc(C)on1)C(C(=O)NC1CCCC1)c1ccc(CC)cc1 (stereo not given),100,-4,103,100,-1,4,-21,102
O=C(NCCN1C(=O)S/C(=C\c2ccccc2F)C1=O)C1CCCN1C(=O)c1cccs1 (stereo not given),79,0,99,94,5,3,9,90
COc1ccc(C)cc1Nc1n[n+](C)c(-c2ccc(O)cc2O)s1,94,5,98,103,-5,5,1,107
COC(=O)CC/C(O)=C1\C(=O)CC(C)(C)CC1=Nc1ccccc1OC,100,0,96,103,11,-1,-1,102
CSc1nnc2c3ccccc3n(Cc3ccccc3)c2n1,100,4,98,101,3,-6,-19,97
NC(=O)C1Cc2ccccc2CN1C(=O)c1nn(Cc2ccccc2)c(=O)c2ccccc12 (stereo not given),104,1,107,107,-11,2,4,103

(listing goes on)
SMILES,LAP4-GFP MLPCN,AHR activator,RPL19A TOR yeast,MEP2-GFP yeast,procasp7 counter,procasp3 activ,GASC-1 inh,CR mimetic SO
Fc1ccccc1CSc1ncnc2sc3c(c12)CCCC3,94,21,97,88,2,-5,-5,101
COC(=O)c1ccc2[nH]c3c(c2c1)CC(C)CC3 (stereo not given),81,4,101,101,-4,-2,-4,95
CCCCNC(=O)[C@H]1C[C@H]1[C@@H](O)[C@H](CO)NC(=O)[C@H](COCc1ccccc1)NC(=O)OC(C)(C)C,105,-2,103,95,3,1,-9,113
COc1cccc(CNC(=O)CCNS(=O)(=O)c2cccc3nonc23)c1,102,0,97,100,8,2,5,98
CC(C)OC(=O)CCCCCN1C(=O)CSC1=S,112,-10,102,97,-20,-9,0,108
O=C(COc1ccccc1)Nc1nc2cc3c(cc2s1)OCCO3,106,32,100,97,-3,6,-27,107
COc1cccc(CN2CCNC(=O)C2CC(=O)NCCn2ccc3ccccc32)c1OC (stereo not given),90,6,105,106,2,0,27,96
COc1ccc(N2CCN(C(=O)CSc3ccccc3N)CC2)cc1,103,13,99,105,-3,-3,-1,123
CCOc1ccc(CCNC(=O)COC(=O)c2ccc(Br)o2)cc1OCC,98,0,100,103,-12,3,-4,110
CCOc1ccc(C(=O)CCC(=O)NN2C(=O)NC3(CCCCC3)C2=O)cc1,118,9,115,109,7,2,-1,91
CC1CC(C)(C)NC(=S)N1CCCC(=O)NCc1ccccc1 (stereo not given),98,-1,101,96,-4,-2,-1,89
O=C(NCc1nc2ccccc2[nH]1)c1ccco1,98,-1,100,100,14,-2,1,105
Cc1cccc2nc(CNC(=O)C3CCC(=O)N(Cc4ccccc4F)C3)cn12 (stereo not given),98,-2,98,99,1,8,35,100
COc1cc(NC(=O)c2ccc(NS(=O)(=O)c3c(C)noc3C)cc2)cc(OC)c1,.,7,94,94,10,-3,7,108
Cc1ccccc1CNC(=O)C(=O)NCCC1CCCCN1S(=O)(=O)c1cccs1 (stereo not given),108,6,107,103,2,-11,5,107
CCOc1ccc(C(=O)NCC(=O)N2CCN(c3ccccc3O)CC2)cc1,93,0,103,106,-2,8,2,96
